Screening data from PubChem BioAssay.
NADH enzymes: inhibitors of PK/LDH coupling enzymes, profiling panel, artefact control, biochemical, MLSMR library; coupled PK/LDH NADH assays, four targets; actives 0.02% (n = 65,000); IC50, µM (titrated, usually from 10 µM), for inactives: top-dose inhibition;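 active means single-dose screening hits from any of four coupled enzyme assays that gave an IC50 when retested across doses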;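 further: the DPM-DC format reads NADH fluorescence rather than 340 nm absorbance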
Fluor 339 460: intrinsic fluorescence of library compounds, ex339/em460 – biochemical, MLSMR library, data from DPM-DC assay, artefact control, profiling panel | AID 709, 2007 | actives 5.5% (n = 65,000) | fluorescence fold increase at 10 µM | compound autofluorescence, ex339/em460 nm, NADH buffer; stronger effect = higher value; 1 = no-compound wells, NADH background;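 active means at 10 µM, mean starting fluorescence two-fold or more over control wells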;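 further: signal is the first read of a kinetic run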
A340 absorber: compound light absorbance at 340 nm, profiling panel, artefact control, biochemical, MLSMR library, data from PS, PMK, MK assays; compound absorbance at 340 nm, fold over control; fold change at 10 µM; 65,000 tested, under 10 active; AID 708, 2007;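 active means at 10 µM dose, initial 340 nm absorbance at least 2 fold that of control wells; inactive means change under 2 fold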;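 further: initial absorbance extrapolated from kinetic A340 decline of NADH oxidation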
ROCK2 blocker: inhibitors of human ROCK2 kinase, primary screen, biochemical, high-throughput, luminescence. actives 0.35% (n = 60,000). AID 604, 2007. inhibition, % at 6 µM. Rho-associated protein kinase 2 (Homo sapiens), O75116. purified ROCK2, Kinase-Glo ATP depletion luminescence;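 active means inhibition above the screen-wide mean inhibition plus 3 SD, cut at about 18% in these data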;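 further: plate controls were DMSO wells for no effect and Y-27632 control wells after no-enzyme background subtraction for full effect; many of its hits are not listed in these tables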
MMP13 inh: human MMP13 inhibitors, primary screen, biochemical, FRET peptide cleavage; Collagenase 3 (Homo sapiens), P45452; MMP-13 fTHP FRET cleavage, Mca fluorescence; inhibition, % at 4 µM; actives 0.07% (n = 65,000); AID 570, 2006;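 active means inhibition above the mean of compound-free control plate wells plus 3 SD, cut at about 14% in these data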;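 further: 0% = DMSO wells and 100% = wells with reference MMP-13 inhibitor after basal subtraction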
JNK3 blocker: JNK3 kinase activity inhibitors, primary screen, biochemical, human, purified enzyme | HTS | Mitogen-activated protein kinase 10 (Homo sapiens), P53779 | inhibition, % at 8 µM | actives 0.61% (n = 60,000); in the data active means inhibition above about 17%;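 further: 0% = DMSO and 100% = reference inhibitor; many of its hits are not listed in these tables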
Target sequence (P53779 whole entry, looked up): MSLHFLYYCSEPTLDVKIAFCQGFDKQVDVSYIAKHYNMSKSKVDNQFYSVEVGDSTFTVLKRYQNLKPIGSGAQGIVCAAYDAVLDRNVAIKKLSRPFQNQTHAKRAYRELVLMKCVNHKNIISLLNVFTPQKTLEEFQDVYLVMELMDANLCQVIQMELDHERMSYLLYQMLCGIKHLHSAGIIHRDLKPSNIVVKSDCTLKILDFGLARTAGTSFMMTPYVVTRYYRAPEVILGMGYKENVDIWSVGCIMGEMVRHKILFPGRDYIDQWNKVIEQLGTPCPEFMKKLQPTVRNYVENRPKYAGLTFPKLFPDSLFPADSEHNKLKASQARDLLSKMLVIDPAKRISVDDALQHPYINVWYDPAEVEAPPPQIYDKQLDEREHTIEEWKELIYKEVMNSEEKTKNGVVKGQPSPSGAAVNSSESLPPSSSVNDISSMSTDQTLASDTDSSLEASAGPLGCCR
Ecoli tolC: growth inhibitors of E. coli tolC mutant, primary screen, strain BW25113 ΔtolC::kan, 384-well; OD615; AID 573, 2007; growth inhibition, % at 10 µM (by protocol); actives 2.2% (n = 65,000);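 active means growth inhibition at or above a cutoff equal to the mean over every tested compound plus 3 SD, cut at about 60% in these data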;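 further: growth measured after 20 h incubation at 37 °C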
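Material: E. coli BW25113 ΔtolC::kan, tolC deletion mutant strain. Measure: percent growth inhibition. Schedule: 37 °C, 20 h exposure. Doses: single-point testing at 10 µM. Signal: A615 absorbance measurement. Buffer or medium: kanamycin-containing LB broth (50 µg/mL).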
PKA inh: inhibitors of human PKA kinase activity, primary screen, biochemical, ATP-depletion luminescence, Kemptide substrate. cAMP-dependent protein kinase catalytic subunit alpha (Homo sapiens), P17612. PKA Kemptide phosphorylation, Kinase-Glo ATP luminescence. AID 524, 2006. actives 0.1% (n = 65,000). inhibition, % at 6 µM;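 active means inhibition above the screen-wide mean inhibition plus 3 SD, cut at about 21% in these data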; further: many of its hits are not listed in these tables
HEK293 NFkB inh: inhibitors of PMA/ionomycin-induced NF-kB reporter, primary screen, antigen receptor NF-kB inhibitor project, cell-based, HEK-293 luciferase reporter, luminescence | HEK-293 NF-kB luciferase reporter | inhibition, % at 3 µM | actives 0.21% (n = 62,000);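 active means inhibition above the mean of all tested compounds plus 3 SD, cut at about 40% in these data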;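 further: 0% = stimulated DMSO wells and 100% = 10 µM reference inhibitor 5653914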
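Timing: 1 h pretreatment, 16 h stimulation, 37 °C; system: HEK-293 cells with stable firefly luciferase reporter driven by four HIV NF-kB elements; doses: 3 µM once, 0.30% DMSO; measured by: luciferase luminescence; control set: DMSO and 10 µM reference inhibitor; repeats: single test; reagent: PMA plus ionomycin mix as NF-kB-activating stimulus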
Starred values were filed as active, the others as inactive; x = not tested or not shown; [ ] = remark or other dose. These rows are one share of the data; rates above refer to the full screens.

SMILES | NADH enzymes | Fluor 339 460 | A340 absorber | ROCK2 blocker | MMP13 inh | JNK3 blocker | Ecoli tolC | PKA inh | HEK293 NFkB inh
COC(=O)c1ccc(S(=O)(=O)N2CCCC2)o1 | 5% | 1 | 1 | -2 | 8 | -7 | -4 | 0 | 4
CCCc1nc2sc3ccccc3c(=O)c2c(=O)n1Cc1ccco1 | 9% | 1.1 | 1.1 | 3 | 1 | 3 | 70* | 1 | 11
COC(=O)C1=C(C)Nc2nnnn2C1c1ccco1 (stereo unspecified) | 2% | 1.1 | 1 | 2 | -4 | 0 | -5 | 3 | 0
CN1CCN(c2ccc(Cl)cc2NC(=O)c2ccc(S(=O)(=O)N3CCCCCC3)cc2)CC1 | 3% | 1.1 | 1 | 6 | 1 | -6 | 11 | 10 | 10
COc1cc(NC(=O)Cc2nn(C)c(=O)c3ccccc23)cc(OC)c1 | 2% | 1 | 0.99 | x | 2 | x | -3 | 0 | 23
CCn1cc2c(c1-c1cccc(C)c1)c(=O)n(C)c(=O)n2C | 5% | 1.2 | 1.1 | 9 | -1 | -1 | -5 | 9 | 14
COc1ccc(S(=O)(=O)N(Cc2cccs2)C2CCCC2)cc1 | 7% | 1.1 | 1 | 0 | 1 | -6 | 66* | 3 | 11
NC(=O)NC(=O)CSc1cccc(C(F)(F)F)c1 | 4% | 1 | 1 | 6 | -4 | 5 | -14 | 15 | 8
O=C(O)C1CCCCC1C(=O)Nc1ccccc1F (stereo unspecified) | 7% | 1.1 | 1.1 | -4 | 5 | 8 | -9 | 6 | -9
COc1ccc(OC)c(NC(=O)C2CCC(CNc3c(N4CCC(C)CC4)c(=O)c3=O)CC2)c1 (stereo unspecified) | 3% | 1.1 | 1.1 | -7 | 5 | -8 | 20 | 1 | 16
CCOC(=O)CSc1nnc(CSc2nc3ccccc3s2)n1C | 6% | 1 | 1 | 3 | 1 | 2 | -10 | 3 | 10
CCC1Oc2ccc(C)cc2N(CC(=O)N2CCN(c3ccc(F)cc3)CC2)C1=O (stereo unspecified) | 5% | 1.1 | 1.1 | 2 | -6 | -10 | 6 | 7 | 16
CCc1ccccc1N(CC(=O)OC)S(C)(=O)=O | 2% | 1.1 | 1 | -1 | 5 | 0 | -8 | -4 | 4
CC(=O)Nc1ccc(S(=O)(=O)N2CCCc3ccccc32)cc1 | 6% | 1.1 | 1 | 7 | 2 | -3 | 38 | 5 | 13
COc1cccc(C2=NOC(C(=O)Nc3cc(OC)c(OC)c(OC)c3)C2)c1 (stereo unspecified) | 3% | 1.1 | 1 | -2 | -3 | 81* | -4 | 0 | 12
COc1ccc(C2(C(=O)N3CCCC3)CCOCC2)cc1OC | 2% | 1 | 1 | 4 | -3 | 0 | -11 | 8 | 1
c1ccc(-c2cc(-c3nc(-c4cccnc4)no3)c3ccccc3n2)cc1 | 6% | 1.6 | 1.1 | 1 | -2 | -3 | -10 | -4 | 10
Cc1cc(NS(=O)(=O)c2ccc(NC(=O)c3cnc4scc(C)n4c3=O)cc2)nc(C)n1 | 7% | 0.87 | 1.1 | 5 | 2 | -1 | 10 | 7 | 15
O=C(NCc1cccs1)C1CCN(S(=O)(=O)c2cccc3nsnc23)CC1 | 9% | 1.1 | 1 | 3 | 7 | 7 | -14 | 14 | 15
O=S(=O)(c1ccc(F)c2ccccc12)N1CCCCC1 | 8% | 1.2 | 0.97 | 2 | -3 | -3 | x | -3 | 10
Cc1cc(C)nc(SCC(=O)Nc2ccc(Br)cn2)n1 | 4% | 1.1 | 1 | 8 | 4 | 3 | 7 | 8 | 20
COc1cc2c(cc1NC(=O)CSc1nnnn1-c1ccccc1)oc1ccccc12 | 4% | 2.2* | 1 | 1 | -4 | -4 | -11 | 4 | -1
Cn1cnnc1SCC(=O)n1c2ccccc2c2ccccc21 | 36% | 1.1 | 1 | 7 | 4 | -1 | 8 | 12 | 14
O=C(CCCCCn1c(=S)[nH]c2cc3c(cc2c1=O)OCO3)N1CCN(C(=O)c2ccco2)CC1 | 7% | 1 | 1.1 | x | 6 | x | 6 | 0 | 17
Nc1c(S(=O)(=O)c2ccccc2)c2nc3ccccc3nc2n1/N=C/c1cccc(O)c1 | 7%[fluoresces] | 3.7* | 1.1 | 4 | -78[fluorescence artefact?] | -3 | 18 | 3 | 11
Fc1cccc(CN2CCCCCCC2)c1 | 1% | 1.1 | 1 | -1 | 4 | 2 | -12 | 3 | 14
COc1ccc(-n2c(SC)nnc2-c2c[nH]c3ccccc23)cc1 | 4% | 1.1 | 1 | 0 | 3 | -8 | -8 | -4 | 19
COc1cc(N2C(=O)NC3CC2(C)Oc2ccccc23)cc(OC)c1OC (stereo unspecified) | 6% | 1.1 | 0.98 | 2 | -5 | -3 | -2 | 0 | -12
Cc1ccc(OCC(O)CNS(=O)(=O)c2ccccc2C(=O)N2CCCCC2)cc1 (stereo unspecified) | 7% | 1.1 | 0.98 | 6 | 8 | -2 | 19 | 0 | 2
CCOC(=O)N1CCN(Cc2nc3c(c(=O)n(C)c(=O)n3C)n2Cc2ccc(F)cc2)CC1 | 3% | 0.98 | 0.98 | 5 | 2 | 7 | -4 | 3 | 0
c1csc(-n2nc3ccccc3n2)c1 | 5% | 1.1 | 1 | 7 | 10 | 13 | 2 | 1 | 9
Nc1cc(=O)[nH]c(SCC(=O)Nc2ccc(Br)cc2)n1 | 4% | 1.1 | 0.98 | x | -2 | x | 6 | 1 | 9
O=C(CN1CCOCC1)N1CCc2ccccc2C(c2ccccc2)C1 (stereo unspecified) | 2% | 1.2 | 1 | 3 | 2 | -2 | 7 | 6 | -2
COc1ccccc1N(C(=O)c1ccco1)C(C(=O)NC1CCCC1)c1cccnc1 (stereo unspecified) | 2% | 1.1 | 0.99 | x | -2 | x | -2 | 5 | 1
Cn1c(CNc2ccc(Cl)cc2)nnc1SCc1ccccc1 | 5% | 1.1 | 1 | 4 | 1 | -3 | 19 | 10 | 15
O=C(NCc1ccco1)C(c1cccs1)N(C(=O)Cc1cccs1)c1ccccc1 (stereo unspecified) | 2% | 1.1 | 1 | -8 | 0 | -4 | 19 | -2 | 10
Cc1cc(F)ccc1S(=O)(=O)Nc1ccccc1C(=O)Nc1ccc2[nH]c(=O)[nH]c2c1 | 5% | 1.2 | 1.1 | x | -6 | x | 23 | -2 | 12
Cn1c(SCC(=O)N2CCN(c3ccccc3)CC2)nnc1-c1cc2ccccc2o1 | 4% | 1.1 | 1 | -2 | 5 | -4 | -4 | 3 | 12
CCOC(=O)c1c(C)[nH]c(C(=O)CSc2nnc(CC(C)c3ccccc3)o2)c1C (stereo unspecified) | 6% | 1.1 | 1.1 | -4 | 0 | -6 | 10 | -2 | 10
CCN(CCCNC(=O)Cn1ncc2c(=O)oc3ccccc3c21)c1cccc(C)c1 | 9% | 1.1 | 0.98 | 6 | -12 | 0 | -5 | 6 | 18
CCCC1C(C#N)=C(N)Oc2n[nH]c(C(C)(C)C)c21 (stereo unspecified) | 3% | 1 | 0.99 | 2 | 4 | 9 | 13 | 6 | 11
CCN1C(=O)C2(Nc3ccccc3-c3nc4ccccc4n32)c2cc(OC)ccc21 (stereo unspecified) | 4% | 1.1 | 1 | 1 | 1 | 1 | 46 | 1 | 13
O=C(c1ccco1)N(CCCN1CCOCC1)c1nc(-c2ccc(Cl)cc2)cs1 | 4% | 1.2 | 1 | -6 | -2 | -6 | -4 | -4 | 18
COc1cccc(-c2cc3nc(-c4ccccc4)cc(N4CCC5(CC4)OCCO5)n3n2)c1 | 8%[fluoresces] | 2.1* | 1 | x | -420[fluorescence artefact?] | x | -4 | 3 | 12
Cc1ccc(C(=O)NC2CC(C)(C)NC(C)(C)C2)cc1C | 1% | 1.1 | 1 | 4 | 4 | 0 | -20 | 13 | 18
O=C(Nc1ncnc2sc3c(c12)CCC3)c1ccco1 | 5% | 0.99 | 1 | -2 | 3 | 5 | 3 | -3 | 4
O=C(O)c1ccc(N2CCCCCC2)c(N2C(=O)c3ccccc3C2=O)c1 | 7% | 1.1 | 1 | 6 | 5 | 5 | -7 | 8 | -1
c1ccc2nc3[nH]cnc3nc2c1 | 10% | 1.9 | 1.2 | x | -28 | x | -12 | 11 | 0
COc1ccc(-n2c(C)cc(C(=O)COc3ccc(-n4cnnn4)cc3)c2C)cc1 | 4% | 1.1 | 1 | -3 | 2 | 0 | 0 | 2 | 4
CN1CCN(CCN2CCn3c2nc2ccccc23)CC1 | 9% | 1 | 1 | 2 | 1 | -12 | -12 | 1 | 5
CCOCCCNS(=O)(=O)c1cc(Br)cc2c1N(C(=O)C1CC1)CC2 | 2% | 1.1 | 1 | x | 3 | x | 14 | -3 | 2
COc1ccc(C(=O)NCc2oc(-c3ccccc3)cc2C(=O)O)cc1 | 6% | 1.1 | 1 | 4 | 7 | -1 | 34 | 7 | 11
Cc1cc(C)cc(OCC(=O)Nc2ccc(N3CCCC3)cc2)c1 | 6% | 1 | 1 | 1 | 2 | -4 | 3 | 0 | 6
O=C(CN1CCC(NC(=O)c2ccccc2)CC1)NCc1ccccc1F | 0% | 1.2 | 0.99 | -2 | -9 | -4 | -13 | -3 | 20
O=C(O)c1ccccc1C(=O)N1CC=C(c2ccccc2)CC1 | 4% | 1.3 | 0.98 | 6 | -1 | 1 | -15 | 9 | 11
Cc1cc(Cl)c(S(=O)(=O)Nc2ccccn2)cc1OCC(N)=O | 0% | 1.1 | 1.1 | 5 | -11 | 0 | -5 | 5 | 1
COc1ccc2c(C=Nc3c(C)n(C)n(-c4ccccc4)c3=O)c(O)n(Cc3ccco3)c(=O)c2c1 | 3% | 1.3 | 1 | 5 | 8 | -1 | 4 | -4 | 8
CCOC(=O)N1CCC(Nc2c(NCCN3CCN(Cc4ccccc4)CC3)c(=O)c2=O)CC1 | 8% | 1.1 | 0.99 | 2 | 1 | -6 | 9 | 1 | -3
O=C1NC(c2cccs2)Nc2ccccc21 (stereo unspecified) | 1%[fluoresces] | 2.5* | 1 | 5 | -32 | 8 | 6 | 0 | x
CC(=O)c1cc(F)c(N2CCN(C(=O)c3ccco3)CC2)cc1C | 3% | 1.1 | 1.1 | -1 | 6 | -2 | 19 | -3 | -2
